# Source: PubChem
# S1P1 ag-PAM: S1P1 (human) agonism or agonism potentiation | P21453 | S1P1 CRE-bla cells, forskolin, beta-lactamase FRET, potentiator mode; S1P1 agonist co-added at EC20, 2 nM; 100% = saturating reference agonist, 0% = basal | activation, % at 9.5 µM | 0.57% of 56,000 active | AID 449;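 active = activation above a cutoff set at the mean activation of all tested compounds plus 3 SD, cut at about 54% in these data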;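 also: forskolin at 4 µM as EC80 and the EC20 agonist is SEW2871; 100% = SEW2871 at its EC100 plus forskolin at EC80; some compounds past the cut are filed as inactive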
# HTR1E antagonist: 5-HT1E (human) receptor antagonism; P28566; CHO 5-HT1E Ga15 NFAT-bla reporter, FRET, antagonist; inhibition, % at 6 µM; 0.99% of 65,000 active;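 active = inhibition above a set limit, the mean inhibition across every tested compound plus 3 SD, cut at about 29% in these data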;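 also: signal is the 460 over 535 nm emission ratio of beta-lactamase substrate; 0% = agonist plus DMSO wells and 100% = wells without agonist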
# Target sequence (P28566 whole entry, looked up): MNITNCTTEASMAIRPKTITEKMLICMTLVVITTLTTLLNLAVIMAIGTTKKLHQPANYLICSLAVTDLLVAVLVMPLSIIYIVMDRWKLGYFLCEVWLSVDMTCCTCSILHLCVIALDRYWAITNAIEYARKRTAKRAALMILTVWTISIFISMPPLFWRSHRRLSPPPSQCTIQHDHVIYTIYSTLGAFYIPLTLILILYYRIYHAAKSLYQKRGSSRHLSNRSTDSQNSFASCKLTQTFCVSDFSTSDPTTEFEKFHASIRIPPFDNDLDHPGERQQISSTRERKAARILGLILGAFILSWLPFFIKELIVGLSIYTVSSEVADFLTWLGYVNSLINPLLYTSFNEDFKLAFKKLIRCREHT
# M1 antagonist: antagonists of rat M1 muscarinic receptor; AID 628; B-score at 10 µM; 3.4% of 64,000 active; CHO-M1 cells, Fluo-4 calcium, ACh EC80 antagonist mode; stronger effect = lower value; P08482;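 active = calcium fluorescence response, raw or row-and-column corrected B-score, differing from the plate sample mean either way at a set confidence level, mostly lower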
# Jurkat viability: reduces viability or proliferation of Jurkat cells | Jurkat E6.1 viability, ATP luminescence, 48 h | inhibition, % at 4 µM | 1.2% of 56,000 active | AID 463;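 active = inhibition above the mean inhibition of all tested compounds plus 3 SD, cut at about 28% in these data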
# 5HT1a ag: 5-HT1a (human) receptor agonism. CHO 5-HT1a Ga15 NFAT-bla reporter, FRET ratio; 0% basal, 100% maximal reference agonist. 0.56% of 65,000 active. P08908. activation, % at 10 µM;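 active = activation above the screen-wide mean activation plus 3 SD, cut at about 19% in these data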;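 also: 0% = DMSO wells and 100% = 5-CT at EC100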
# Target sequence (P08908 whole entry, looked up): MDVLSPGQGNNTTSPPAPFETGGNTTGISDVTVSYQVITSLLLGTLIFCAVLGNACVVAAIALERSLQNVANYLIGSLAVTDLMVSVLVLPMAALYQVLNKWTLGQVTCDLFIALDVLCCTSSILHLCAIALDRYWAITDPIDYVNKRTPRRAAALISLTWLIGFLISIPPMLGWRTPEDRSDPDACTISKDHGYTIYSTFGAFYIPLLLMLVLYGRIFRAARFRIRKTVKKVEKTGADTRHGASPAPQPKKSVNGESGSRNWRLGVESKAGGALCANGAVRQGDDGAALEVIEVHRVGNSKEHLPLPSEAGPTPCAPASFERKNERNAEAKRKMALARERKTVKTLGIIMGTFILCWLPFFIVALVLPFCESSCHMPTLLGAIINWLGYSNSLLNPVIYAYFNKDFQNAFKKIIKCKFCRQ
# S1P3 agonist: agonists of human S1P3 receptor. AID 373. S1P3 NFAT-BLA reporter cells, agonism, FRET ratio; relative to 1 µM S1P, basal subtracted. 0.1% of 60,000 active. Q99500. activation, % at 4.5 µM;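 active = activation above the screen-wide mean plus 3 SD, cut at about 4.5% in these data, passing the limit was not always enough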; also: some compounds called inactive have numbers as strong as hits
#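 Measure – % activation relative to 1 µM S1P (100%), per plate · System – stable CHO line with human S1P3, Gα16, NFAT-BLA reporter · Timing – cells plated overnight, compound 4 h 37 °C, substrate 2 h RT · Technique – fluorescent BLA substrate, ex 405 nm, em 460/535 nm ratio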
# 5-HT1A blocker: antagonists of human 5-HT1a serotonin receptor; P08908; CHO 5-HT1a Ga15 NFAT-bla reporter, antagonist mode; inhibition, % at 10 µM; 0.68% of 62,000 active;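 active = inhibition above the mean of all tested compounds plus 3 SD, cut at about 43% in these data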;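 also: receptor stimulated by 5-CT agonist at 100 nM near EC80; beta-lactamase reporter measured by ratiometric fluorescence of a cleavable substrate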
# HTR1E agonist: 5-HT1E (human) receptor agonism. CHO 5-HT1E Ga15 NFAT-bla reporter, FRET; 0% DMSO wells, 100% control agonist wells. activation, % at 6 µM. 0.69% of 65,000 active. AID 574;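 active = activation above a set limit, the screen-wide mean activation plus 3 SD, cut at about 8.5% in these data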;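 also: 100% = positive control agonist at 1 µM giving full maximal response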
# M1 ag: agonists of M1 muscarinic receptor | CHO-M1 cells, Fluo-4 calcium fluorescence, agonist mode; stronger effect = higher value | B-score at 10 µM | 3% of 64,000 active;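 active = fluorescence rise, raw or as B-score row- and column-corrected plate score, outside the 99.7% band of its plate's samples, either direction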
# The depositor's hits bear a star; · = no result given. Outcome played no part in choosing rows; overall some 8.9% were active at least once.
# Start of the data: the first 2 entries (preview)
canonical_smiles,S1P1 ag-PAM,HTR1E antagonist,M1 antagonist,Jurkat viability,5HT1a ag,S1P3 agonist,5-HT1A blocker,HTR1E agonist,M1 ag
Cc1onc(-c2ccccc2)c1C(=O)Nc1ccc2c(C)cc(=O)oc2c1,·,-2,0.21,·,-3.2,·,8,1.4,0.86
COc1cc(C(C#N)N2CCOCC2)ccc1O (configuration not stated),-9,-2,0.51,5,-3.7,0.1,-3,3.7,0.089

# The listing, repeating the preview:
canonical_smiles,S1P1 ag-PAM,HTR1E antagonist,M1 antagonist,Jurkat viability,5HT1a ag,S1P3 agonist,5-HT1A blocker,HTR1E agonist,M1 ag
Cc1onc(-c2ccccc2)c1C(=O)Nc1ccc2c(C)cc(=O)oc2c1,·,-2,0.21,·,-3.2,·,8,1.4,0.86
COc1cc(C(C#N)N2CCOCC2)ccc1O (configuration not stated),-9,-2,0.51,5,-3.7,0.1,-3,3.7,0.089
c1ccc(CC2CCN(Cc3nc(-c4ccccc4)no3)CC2)cc1,·,-10,-0.27,-3,-1.7,-1.1,5,-1.0,-0.26
Cc1ccc(S(=O)(=O)N(C)c2ccc(OCC(=O)OCc3c(C)noc3C)cc2)cc1,13,0,0.84,4,-4.2,-0.9,6,-0.1,-0.99
O=C(NCCCN=C1NS(=O)(=O)c2ccccc21)c1ccc(S(=O)(=O)N2CCCCC2)cc1,·,5,0.0074,·,-0.6,·,-8,-0.8,0.064
Nn1cc(-c2ccccc2)nc1SCC(=O)N1CCN(S(=O)(=O)c2ccccc2)CC1,-14,2,-0.5,3,0.4,-0.8,-14,-1.5,-0.25
CN(c1ccccc1C(=O)Nc1ccc2c(c1)OCCO2)S(C)(=O)=O,5,7,-0.22,0,5.1,-1.2,5,-0.2,-0.44
Cc1cc(=O)oc(C)c1C(=O)NCCC(C)C,·,-5,0.47,·,-0.1,·,-1,-0.3,0.14
CC(C)(C)N(Cc1cc2ccccc2[nH]c1=O)C(=O)c1cccnc1,-12,4,0.81,-3,-2.3,0.3,-14,0.3,-0.65
N#Cc1nc(Cc2ccccc2)oc1NCCCn1ccnc1,-4,2,0.86,-3,-0.6,0.1,5,-0.7,0.064
COc1cccc(N2CC(C(=O)Nc3c(C)cccc3C)CC2=O)c1 (configuration not stated),·,15,-0.23,0,0.5,-0.5,-9,-0.4,-0.078
O=C(O)C1CCC(=O)N1C1c2ccccc2Oc2ccccc21 (configuration not stated),3,-9,-0.8,-1,-2.1,0.1,3,1.1,0.29
COc1cc(N)cc(NC(=O)c2ccncc2)c1,-1,2,-0.82,-8,-1.3,0.8,-6,1.5,0.14
CCOc1ccc(OCC)c(S(=O)(=O)NCc2ccc3c(c2)OCO3)c1,-17,1,0.62,2,-1.2,-0.8,2,1.1,0.55
Cc1cc(C)n2ncc(C(=O)Nc3ccc4c(c3)OCO4)c2n1,-35,-7,0.27,3,-3.8,-1.3,-12,0.5,-0.65

# Reprinted at random: four entries already listed
canonical_smiles,S1P1 ag-PAM,HTR1E antagonist,M1 antagonist,Jurkat viability,5HT1a ag,S1P3 agonist,5-HT1A blocker,HTR1E agonist,M1 ag
CC(C)(C)N(Cc1cc2ccccc2[nH]c1=O)C(=O)c1cccnc1,-12,4,0.81,-3,-2.3,0.3,-14,0.3,-0.65
N#Cc1nc(Cc2ccccc2)oc1NCCCn1ccnc1,-4,2,0.86,-3,-0.6,0.1,5,-0.7,0.064
Cc1cc(C)n2ncc(C(=O)Nc3ccc4c(c3)OCO4)c2n1,-35,-7,0.27,3,-3.8,-1.3,-12,0.5,-0.65
c1ccc(CC2CCN(Cc3nc(-c4ccccc4)no3)CC2)cc1,·,-10,-0.27,-3,-1.7,-1.1,5,-1.0,-0.26

# (cont.)
canonical_smiles,S1P1 ag-PAM,HTR1E antagonist,M1 antagonist,Jurkat viability,5HT1a ag,S1P3 agonist,5-HT1A blocker,HTR1E agonist,M1 ag
Cc1ccc(C)c(OCC(=O)Nc2ccc3c(c2)OCO3)c1,4,10,-0.085,16,-3.7,-0.8,6,-0.8,-0.41
CC(C)(C)NC(=O)CSc1nnc(NC(=O)CCn2cnc3ccccc3c2=O)s1,6,8,-0.2,8,-2.4,-0.1,-3,0.0,0.093
CC(=O)Nc1cccc(N2C(=O)CC(Cc3ccccc3)C2=O)c1 (configuration not stated),·,-5,-0.0088,-3,2.6,-0.9,-4,0.7,1.7
CCCn1nnc(NC(=O)c2cc3ccccc3o2)n1,·,-4,-0.035,-4,0.1,-0.3,-5,0.2,-0.62
O=C(NCc1cccnc1)NC(C(F)(F)F)C(F)(F)F,0,7,0.46,·,0.4,-5.1,·,-0.8,0.48
CCn1ncc(Br)c1C(=O)N(C)C12CC3CC(CC(C3)C1)C2,-2,-1,-0.79,5,-1.2,-0.5,16,-0.3,-0.48
Cc1cc(O)c(C(C)C)cc1NS(=O)(=O)c1ccccc1,-18,-1,-1.1,0,-2.2,-0.1,8,-0.8,-1.3
Cc1cc(C)c2c(N)c(C(=O)Nc3nccs3)sc2n1,-12,13,0.034,3,1.9,0.1,-7,0.1,-0.093
Nc1ncnc2c1ncn2CCN1CCOCC1,-10,-5,0.54,-5,0.4,0.0,-11,-0.1,0
CCCOc1ccc(C2c3c(oc4cc(C)c(C)cc4c3=O)C(=O)N2CCCN(C)C)cc1 (configuration not stated),-28,-4,-0.27,-2,-0.2,0.0,-12,0.7,1.1
c1cncc(-c2cccnc2)c1,0,-3,0.68,-4,0.6,0.4,5,-0.8,0.55
C=CCn1c(=O)c2ccccc2n2c(SCc3c(C(=O)OCC)oc4ccccc34)nnc12,-2,4,-0.49,3,0.8,3.6,-17,0.2,0.04
CCCn1nc(C(=O)NCCN2CCOCC2)c2ccccc2c1=O,-15,-5,-2.3,7,-0.5,0.2,-10,-0.6,0.41
Cc1ccccc1-c1nc(CN2CCC(C(=O)NCc3ccco3)CC2)c(C)o1,-1,-5,0.3,-4,0.1,-1.0,18,0.8,-0.61
CCOc1cc(NC(=O)C2CC2)c(OCC)cc1NC(=O)c1ccccn1,-10,0,1.3,-11,1.0,-0.8,-4,0.3,0.38
CCC(=O)N1c2ccc(S(=O)(=O)CCC(=O)Nc3nccs3)cc2CC1C (configuration not stated),-14,-2,-0.092,-2,-6.0,0.6,0,-0.3,-0.17
Cc1ccc(CN(C)CCc2ccccn2)cc1,5,-7,-1.2,1,-1.7,-0.5,2,-0.4,-0.18
COc1ccc(-c2cc(C(=O)NCCN3CCOCC3)c3ccccc3n2)cc1,-18,-8,-0.29,-8,-3.2,-0.8,14,-0.7,-0.45
CSc1cccc(NC(=O)CN(C)S(=O)(=O)c2ccc(F)cc2)c1,22,1,-0.26,9,-1.5,-1.1,7,-1.2,0.47
COc1ccc(CCNC2CC(=O)N(CCc3ccccc3)C2=O)cc1OC (configuration not stated),-33,-7,-0.21,-4,-0.3,-0.7,-12,1.6,-0.27
O=C(NCc1ccccc1)C(c1cccnc1)N(Cc1ccco1)C(=O)c1ccccn1 (configuration not stated),-9,-4,1,5,-2.7,-1.4,8,1.0,0.45
Cc1cc(C)n(C(=O)CCCCCC(=O)n2nc(C)cc2C)n1,-3,5,-0.72,-11,-1.4,-0.1,-14,-0.8,0.24
COCC(C)NC(=O)c1ccc(N(C)C)cc1 (configuration not stated),·,-6,·,4,-1.0,-0.8,0,0.1,·
Cc1ccc(CN(C(=O)c2c(F)cccc2F)C2CC(C)(C)NC(C)(C)C2)o1,12,-6,0.55,2,0.3,-0.3,6,-0.2,-0.34
CN1C(=O)SC(Nc2ccccc2C(=O)O)C1=O (configuration not stated),12,11,-0.24,-3,0.4,-0.9,6,0.4,-0.6
Cc1ccc2oc(=O)n(CCCOc3ccccc3)c2c1,24,3,-0.3,2,-3.6,0.1,-1,-1.4,0.46
COc1ccc(CSc2nnc(C)n2N)cc1,-8,1,-0.14,-6,-3.3,0.3,-2,-1.1,0.65
Cc1ccc(/C=C/S(=O)(=O)N2CCC(C(=O)O)CC2)cc1,-12,-11,-1.4,-1,0.5,0.8,-18,-0.2,0.68
Cc1csc(NC(=O)C2CCCN(S(=O)(=O)c3ccc(Br)s3)C2)n1 (configuration not stated),·,-1,-0.77,·,0.0,·,10,-1.2,-0.089
Cn1c(=O)oc2cc(S(=O)(=O)NCCC(=O)NC3CCCC3)ccc21,1,-9,-2.3,-3,-3.6,0.0,-9,0.4,0.46
Cc1nc(C)c2c(c1C(F)(F)F)-c1ccccc1C2(F)F,10,3,-0.26,4,-0.4,0.5,-9,0.1,0.4
CCn1c(CNC(=O)c2cccs2)nnc1SCC(=O)NCCc1ccccc1,·,-6,·,-4,-0.7,0.1,-3,0.5,·
c1ccc(-c2nc(Sc3ncnc4c3cnn4-c3ccccc3)n[nH]2)cc1,14,-16,-0.1,-5,-1.0,-0.7,0,0.4,-1.5
CC(=O)N1CCN(c2ccccc2NC(=O)COc2cc(C)ccc2C(C)C)CC1,-24,7,-0.87,1,-0.7,2.5,35,-1.5,4.3*
CCCC1C(C#N)=C(N)Oc2n[nH]c(C(C)(C)C)c21 (configuration not stated),-8,-3,-1.3,2,0.7,-0.7,-3,1.2,-0.8
COc1ccc(-c2nnc(SCC(=O)N3CCc4ccccc4C3)o2)cc1,0,-7,-1.5,-4,-1.5,-0.1,-21,0.5,-1.7
COCCOC(=O)C1=C(C)NC(=O)NC1c1ccc(Cl)cc1 (configuration not stated),-15,-2,0.55,5,-1.0,-2.2,5,-0.4,-1.9
O=C1c2ccccc2-c2nccnc21,-36,-1,-0.63,5,-4.8,-0.9,-2,0.2,-0.16
COc1cc(C2NC(=O)NC(C)=C2C(=O)Nc2cccc(C)c2C)cc(OC)c1OC (configuration not stated),-2,-7,0.11,·,1.2,-1.7,·,0.4,-0.044
COc1cc(NC(=O)CN2CCN(c3ccccc3F)CC2)cc(OC)c1,-34,6,0.35,0,-5.5,-0.1,7,-0.7,-0.76
O=C(Nc1ccc2oc(-c3ccccc3Cl)nc2c1)c1cncc(Br)c1,-16,2,-0.17,-4,64*,-0.2,-8,-0.4,0.65
Cc1c(C(=O)NCCN2CCOCC2)sc2nc(-c3ccc(F)cc3)cn12,-4,-2,-0.31,-1,-0.7,-0.3,-8,-0.4,-1.6
CC(Oc1ccc(Cl)cc1Cl)C(=O)N(Cc1ccco1)C1CCS(=O)(=O)C1 (configuration not stated),34,-5,0.47,8,-3.5,-2.0,26,-1.4,-1.2
CC(=O)c1cc2c(cc1NC(=O)c1cnc(C)cn1)OCO2,-32,-4,0.077,-10,-1.2,-0.2,0,-0.8,0.65
CCCC(=O)N=C1SC2CS(=O)(=O)CC2N1c1ccc(C(C)=O)cc1 (configuration not stated),18,0,0.022,4,0.5,-0.5,-6,-1.5,-0.46
CCc1c(C)c(C#N)c2nc3ccccc3n2c1-n1nc(C)cc1C,-10,-7,0.55,·,-1.2,8.9,·,0.4,0.34
O=S(=O)(Nn1cnnc1)c1ccccc1Cl,-9,-3,0.35,-7,-4.8,-0.3,-14,0.4,-0.43
Cc1n[nH]c(C)c1S(=O)(=O)N1CCCC(C(=O)N2CCc3ccccc32)C1 (configuration not stated),-1,10,-0.7,2,0.1,-0.2,9,-1.3,-0.63
